CHT block: inhibitors of human choline transporter CHT; actives 0.86% (n = 310,000); B-score at 10 µM; Q9GZV3; CHT-expressing cells, membrane potential dye, choline response; stronger effect = lower value;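 active = B-score over 3 SD under the library average, and starting fluorescence ratio not unusually high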;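 note: choline stimulus applied at its EC90 after an EC20 pre-addition; B-score computed on integrated fluorescence ratio after choline addition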
Target sequence (Q9GZV3 whole entry, looked up): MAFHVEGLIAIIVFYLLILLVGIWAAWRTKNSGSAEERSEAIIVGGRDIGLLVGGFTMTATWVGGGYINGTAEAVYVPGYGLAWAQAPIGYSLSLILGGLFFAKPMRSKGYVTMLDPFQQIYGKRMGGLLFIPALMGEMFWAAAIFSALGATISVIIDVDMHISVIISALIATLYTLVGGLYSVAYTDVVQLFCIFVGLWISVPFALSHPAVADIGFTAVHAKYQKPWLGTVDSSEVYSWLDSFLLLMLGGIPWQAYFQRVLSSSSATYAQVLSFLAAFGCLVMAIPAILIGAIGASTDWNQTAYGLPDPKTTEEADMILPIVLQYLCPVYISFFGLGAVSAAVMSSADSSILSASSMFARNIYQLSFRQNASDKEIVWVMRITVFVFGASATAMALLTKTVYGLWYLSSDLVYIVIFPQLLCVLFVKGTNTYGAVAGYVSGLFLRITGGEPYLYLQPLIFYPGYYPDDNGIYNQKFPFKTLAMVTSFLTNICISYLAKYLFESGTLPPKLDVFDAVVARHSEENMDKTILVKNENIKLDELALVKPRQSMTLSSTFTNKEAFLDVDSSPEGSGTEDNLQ
Kir21 inh: blocks the mouse Kir2.1 inward-rectifier potassium channel | P35561 | HEK293-Kir2.1, FluxOR thallium flux fluorescence; stronger effect = lower value | B-score at 10 µM | actives 0.85% (n = 310,000) | AID 1672;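 active = fluorescence ratio B-score at or below minus 3 SD of library scores, with starting-brightness B-score within 2 SD, cut at about -4.2 in these data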;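 note: channel flux triggered by added potassium and thallium sulfate stimulus; B-score of peak minus minimum fluorescence over baseline after thallium stimulus; more negative B-score means stronger Kir2.1 block with less thallium influx; some compounds called inactive have numbers as strong as hits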
Target sequence (P35561 whole entry, looked up): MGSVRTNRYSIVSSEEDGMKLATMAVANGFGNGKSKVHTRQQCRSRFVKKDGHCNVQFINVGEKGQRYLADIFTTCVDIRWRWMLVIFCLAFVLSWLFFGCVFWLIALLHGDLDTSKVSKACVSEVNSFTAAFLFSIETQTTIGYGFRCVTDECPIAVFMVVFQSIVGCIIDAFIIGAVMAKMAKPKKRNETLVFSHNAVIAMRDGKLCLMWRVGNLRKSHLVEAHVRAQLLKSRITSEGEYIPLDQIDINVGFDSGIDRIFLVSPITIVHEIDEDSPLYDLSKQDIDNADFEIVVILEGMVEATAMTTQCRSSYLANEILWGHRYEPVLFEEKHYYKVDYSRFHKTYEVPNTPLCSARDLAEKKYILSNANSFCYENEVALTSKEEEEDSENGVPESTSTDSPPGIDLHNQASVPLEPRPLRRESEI
* marks the source's active call; other numbers are inactive results; i = inactive; nt = not tested or not shown.

structure | CHT block | Kir21 inh
COc1ccc(C(=O)N/N=C/c2ccc(N(C)c3ccccc3)cc2)cc1 | i | 2.5
COC(=O)C1CCN(C(=O)C23CCC(C)(C(=O)O2)C3(C)C)CC1 (stereo not given) | i | 0.01
O=C1OC(Oc2ccccc2)(c2ccccc2)c2ccccc21 (stereo not given) | i | -0.24
O=C(CN1CCN(S(=O)(=O)/C=C/c2ccccc2)CC1)Nc1ccccc1N1CCOCC1 | i | -1.1
Cc1cc(C)c[n+](CC(=O)c2ccc(C)c([N+](=O)[O-])c2)c1 | i | 0.04
O/N=C(\COc1ccccc1O)c1ccccc1 | i | 1.3
Nc1ccc(C(=O)N/N=C/c2cn(Cc3cccc(F)c3)c3ccccc23)cc1 | i | -1.1
CCC(C)[C@H](NC(=O)NC1CCCc2ccccc21)C(=O)OC (stereo not given in full) | i | -0.55
Cc1ccc(S(=O)(=O)N2CCN(C(=O)Cc3ccccc3)CC2)cc1 | i | -0.23
O=C(c1ccc2c(=O)n(-c3ccccc3)c(=O)[nH]c2c1)N1CCCCC1 | i | 2.1
CN=C(Nc1ccc(Br)cc1)SC1CC(=O)N(c2ccc(OC)cc2)C1=O (stereo not given) | i | -1.1
COCCCn1nnnc1SCC(=O)N1CCCC1 | i | 1
COc1cccc(NC(=O)CN2C(=O)COc3ccc(S(=O)(=O)N4CCOCC4)cc32)c1 | i | 0
O=C(N/N=C/c1cccs1)c1cccc(S(=O)(=O)Nc2ccc(Cl)cc2)c1 | -5.5* | 1.3
Cn1cc(S(=O)(=O)c2ccccc2)n(C)c1=O | i | -2.7
CSc1sc(-c2nnc(SCC(=O)Nc3ccc(Cl)cc3)n2C)c2c1C=CCC2 | i | 1.3
CC(C)(C)C(=O)NC(=S)Nc1ccccn1 | i | 1.6
COc1ccc(C2(C)NC(=O)N(CC(=O)Nc3ccc(Br)c(C)c3)C2=O)cc1OC (stereo not given) | i | 0.98
CC(=O)Nc1ccccc1C(=O)C(=O)Nc1ccc(C)c(F)c1 | i | 0.91
O=C(Nc1ccc(C(=O)N2CCCCC2)cc1)c1ccccc1Cl | i | 0.13
CCSc1nc2c(c(=O)n(C)c(=O)n2C)n1Cc1ccc(Cl)cc1 | i | 0.9
O=C(CCl)N(C/C=C/c1ccccc1)c1ccc2c(c1)OCCO2 | i | -0.3
CCN(CC)S(=O)(=O)c1cccc(-c2nnc(SCC(N)=O)n2CCc2ccccc2)c1 | i | 1.6
O=C(NCCCN1CCOCC1)c1cc2nc(-c3ccco3)cc(C(F)(F)F)n2n1 | i | -0.8
CCO[C@H]1OC(C(=O)O)=C[C@@H](C)[C@@H]1CCCO | i | 0.11
CC(C)n1nc(C(=O)Nc2nc3ccc(S(C)(=O)=O)cc3s2)c2ccccc2c1=O | i | 0.78
OCc1ccccc1O[C@@H]1O[C@H](CO)[C@@H](O)[C@H](O)[C@H]1O | i | 1.3
CC(=O)Nc1cccc(NC(=O)c2cc(Cl)ccc2Cl)c1 | i | -1.9
COc1cccc(C2=Nn3c(nnc3-c3ccccc3O)SC2)c1 | i | 0.93
O=C(Nc1cccc(-c2nc3ccccc3c(=O)o2)c1)c1ccccc1 | i | 1.4

3 entries out of the list, arranged by molecular weight, low to high:
structure | CHT block | Kir21 inh
CCO[C@H]1OC(C(=O)O)=C[C@@H](C)[C@@H]1CCCO | i | 0.11
COc1cccc(C2=Nn3c(nnc3-c3ccccc3O)SC2)c1 | i | 0.93
COc1ccc(C2(C)NC(=O)N(CC(=O)Nc3ccc(Br)c(C)c3)C2=O)cc1OC (stereo not given) | i | 0.98

Later entries
structure | CHT block | Kir21 inh
CCOC(=O)c1[nH]c(C)c(C(=O)NCCCN2CCOCC2)c1C | i | 0.29
COC(=O)c1sccc1NC(=O)C1CCCCC1C(=O)O (stereo not given) | i | 0.95
COC(=O)c1ccc(NC(=O)CN2C(=O)C3C4C=CC(C4)C3C2=O)cc1 (stereo not given) | i | 0.21
Cc1cccc(C)c1N1CCN(C(=O)c2ccc3c(c2)OCO3)CC1 | i | 0.08
Cc1nc2ccccc2nc1OCc1cccc(Cl)c1 | i | 0.06
COc1ccc(/C(C)=N/Nc2ccc(F)cc2F)c(O)c1 | i | 0.64
O=C(/C=C/c1ccccc1)Nn1cnc2ccccc2c1=O | i | -0.29
CC(c1ccco1)N(C(=O)c1cccc(Br)c1)c1ccccn1 (stereo not given) | i | -6
CCC(CC)C(=O)Nc1cccc(C(=O)NCCc2ccc(S(N)(=O)=O)cc2)c1 | i | 0.03
CC1(C)C=Cc2c(ccc3c2OC[C@@H](c2ccc(O)cc2O)C3)O1 | i | 0.26
O=C1CC(C(=O)Nc2ccc(Cl)cc2)S/C(=N\N=C\c2ccco2)N1 (stereo not given) | i | -0.12
CCOc1ccc(NC(=S)N2CCN(S(=O)(=O)c3ccc(OC)cc3)CC2)cc1 | i | 0.17
COc1ccc2ccccc2c1/C=N/n1cnnc1 | i | -0.03
COCC1CCCN(C(=O)c2cc(COc3ccc(C(C)=O)cc3)on2)C1 (stereo not given) | i | 1
Cc1oc(-c2ccc(Cl)cc2)[n+]([O-])c1C | i | 0.11
Cc1cc(/C=C2\SC(=O)N(C)C2=O)c(C)n1-c1ccc(S(N)(=O)=O)cc1 | i | 1.5
COc1ccc(C(=O)Nc2ccc(-c3n[nH]c(=S)o3)cc2)cc1OC | i | 1.4
Nn1c(SCC(=O)NCCC2=CCCCC2)nnc1C(F)(F)F | i | -0.09
CCOC(=O)C1CCN(c2c(NCc3ccc(C(=O)Nc4ccc(C)cc4)cc3)c(=O)c2=O)CC1 | i | -2.2
Cc1ccc(/C=C2/C(=O)N=C(N)N2C)s1 | i | -0.14
CCc1nnc(N/N=C/c2ccc(O)c(OC)c2)n1N | i | 0.58
Cc1nc(NCC2CC2)c2nnn(Cc3ccccc3)c2n1 | i | 2.6
Cc1nn(-c2ccccc2)c2c1c(C)c(CCC(=O)NCC1CCCO1)c(=O)n2C (stereo not given) | i | 2.1
CCCc1cc(C(N)=O)c(NC(C)=O)s1 | i | 0.07
COc1ccc(/C=N/NC(=O)c2cccc(NC(=O)c3ccc(F)cc3)c2)c(C(=O)O)c1OC | i | -0.35
CCOc1cccc(-c2c(C(=O)N/N=C(\C)c3ccccn3)nnn2-c2nonc2N)c1 | i | -0.5
Cc1cc(N2CCOCC2)ccc1/C=C1\NC(=O)N(CC(=O)Nc2ccc(F)cc2)C1=O | i | -0.75
O=C(O)Cc1ccc2ccc3ccccc3c2c1 | i | -0.55
CCn1ncc([N+](=O)[O-])c1C(=O)NC1CCCCC1 | i | 1.8
FC(F)(F)COc1ccc(-n2ccnc2)nn1 | i | 0.03
Cc1ccc(N2CC(C(=O)N3CCCc4ccccc43)CC2=O)cc1 (stereo not given) | i | 0.81
O=C(CSc1ncn[nH]1)NCCc1ccccc1 | i | -1.4
O=C(Nc1ccc(-c2nc3ccccc3o2)cc1)c1ccc2c(c1)OCO2 | i | 1.7
O=C(NC1CCS(=O)(=O)C1)c1ccc(N2CCCCC2)c([N+](=O)[O-])c1 (stereo not given) | i | 1.9
CCN(CC)CCn1c2ccccc2c2nc3ccc([N+](=O)[O-])cc3cc21 | i | 0.02
CCc1ccc(NC(=O)Cn2nnc(C(=O)NCCc3ccc(OC)c(OC)c3)c2N)cc1 | i | 0.37
CCN(CC)S(=O)(=O)c1cccc(C(=O)NC(Cc2c[nH]c3ccccc23)c2nnc3n2CCCCC3)c1 (stereo not given) | i | 0.26
N#C/C(=C/c1cn[nH]c1-c1cccc(Br)c1)C(=O)O | i | -1.2
O=c1cc(O)c(-c2ccc(Cl)cc2)c(Cl)[nH]1 | i | -0.39
CCn1c(CNc2ccc(C(=O)O)cc2)nc2ccccc21 | i | 0.12
COc1ccccc1C(=O)NC(=O)COC(=O)Cc1n[nH]c(=O)c2ccccc12 | i | 1.3
CC(=O)NC12CC3CC(C1)CC(C(=O)Nc1nc4ccc(F)cc4s1)(C3)C2 | i | 1.3
C=CCN1C(=O)/C(=C/c2ccc(N(C)C)cc2)S/C1=N\c1nnc(CC)s1 | nt | -1.8
COc1ccc(NC(=O)c2cn3c(nc4ccccc43)c(C#N)c2C)cc1 | i | -0.02
Cc1cccc2cc(C#N)c(NCc3ccccc3)nc12 | i | 0.33
Clc1ccccc1/C=C/c1nc(-c2ccccn2)no1 | i | -0.02
O=C(COC(=O)c1ccc(=O)n(Cc2ccccc2)n1)Nc1ccc2c(c1)OCCO2 | i | -0.46
O=C(NCCNC(=O)c1ccccc1O)c1ccccc1O | i | -0.68
Cc1ccc(N2C(=O)CC(Cc3cccc(C)c3)C2=O)cc1 (stereo not given) | i | 1.2
O=C(NCc1cccc(OC(F)(F)F)c1)C1CCC(=O)N(Cc2cccc(F)c2)C1 (stereo not given) | i | -0.13
COCc1cc(C)nc(N/N=C/c2ccc(-c3cc(C(=O)O)ccc3Cl)o2)c1C#N | i | -0.26
Cc1csc(NC(=O)c2c(-c3ccccc3)noc2C)n1 | i | -0.82
C=CCn1c(=N)n(CC(=O)c2ccc(OC)cc2)c2ccccc21 | i | 1.8
Cc1cc(CNC(=O)Nc2ccc3c(c2)OCO3)nn1C | i | 2.1
Cc1ccsc1C1NC(=O)c2ccccc2N1 (stereo not given) | i | -0.11
Cc1ccc(C(=O)CC2(O)C(=O)N(C)c3ccccc32)s1 (stereo not given) | i | 0.21
COc1cc(CN2CCCN(C)CC2)c([N+](=O)[O-])cc1OC | i | 0
COc1ccc(N2CCN(C3=CC(=O)N(c4cccc(Cl)c4)C3=O)CC2)cc1 | i | -0.06
C[C@H]1CCC(=O)N([C@H](CSc2ccccc2)Cc2ccccc2)CC1 | i | -0.97
N#Cc1c(N)oc(-c2ccc3c(c2)OCO3)c1-c1ccc2c(c1)OCO2 | i | 0.54

Filtered by structure: the entries above containing a cyano group (five)
structure | CHT block | Kir21 inh
N#C/C(=C/c1cn[nH]c1-c1cccc(Br)c1)C(=O)O | i | -1.2
COc1ccc(NC(=O)c2cn3c(nc4ccccc43)c(C#N)c2C)cc1 | i | -0.02
Cc1cccc2cc(C#N)c(NCc3ccccc3)nc12 | i | 0.33
COCc1cc(C)nc(N/N=C/c2ccc(-c3cc(C(=O)O)ccc3Cl)o2)c1C#N | i | -0.26
N#Cc1c(N)oc(-c2ccc3c(c2)OCO3)c1-c1ccc2c(c1)OCO2 | i | 0.54

(continued)
structure | CHT block | Kir21 inh
COC(=O)C1CCN(CC(=O)Nc2ccc(OC)c(Cl)c2)CC1 | i | 0.71
CN(CC(=O)Nc1ccc(F)cc1)C(=O)COc1ncnc2ccccc12 | i | -0.77
O=C(Nc1ccc(N2CCN(C(=O)c3ccc(Cl)cc3)CC2)cc1)c1ccc2c(c1)OCCO2 | i | -0.02
Oc1ccccc1C1=NCCNC(C(F)(F)F)=C1 | i | 0
CN(C)c1ccnc(Nc2ccccc2)c1C#N | i | -0.92
Cc1onc(-c2ccccc2)c1C(=O)N1CCN(S(=O)(=O)c2ccc(Cl)cc2)CC1 | i | 0.48
O=C(NCCCN1CCOCC1)C1Cc2c(ccc3ccccc23)O1 (stereo not given) | i | -0.96
COc1ccc(C(=O)/C=C/c2ccsc2)cc1CSCC(=O)O | i | -0.74
CCOc1ccc(NC(=O)c2cc3cc4ccc(C)cc4nc3o2)cc1 | i | 0.17
O=C(NCC1CCCO1)/C(=C\c1ccco1)NC(=O)c1ccccc1 (stereo not given) | i | 0.72
CC1(C)CC(=O)c2cnc(NC(=O)C3CCCC3)nc2C1 | i | -0.34
O=C(CN(c1ccc(Cl)c(Cl)c1)S(=O)(=O)c1ccccc1)N1CCc2ccccc2C1 | i | -1.8
CCCCN(C(=O)c1ccc(S(=O)(=O)N2CCCCC2)cc1)C1CCS(=O)(=O)C1 (stereo not given) | nt | -0.71
CCOC(=O)c1ccccc1NC(=O)CSc1nccn1C | i | -0.8
COc1cccc(C(=O)CN(C(=O)c2ccc(Cl)cc2Cl)N2C(=O)c3ccccc3C2=O)c1 | i | 0.05
CCCCC(=O)NNC(=O)c1c(O)c2ccccc2[nH]c1=O | i | -0.16
CC(=O)Nc1ccc(/C=N/N2C(=O)NC(C)(c3ccc(OC(F)F)cc3)C2=O)cc1 (stereo not given) | i | 0.93
Cc1onc(-c2ccccc2)c1C(=O)N1CCN(c2ccccc2)CC1 | i | 0.01
Cc1sc(NC(=O)C2=COCCO2)nc1-c1ccc(F)cc1 | i | -2.6
COc1ccc(-n2nnc3c(SCC(=O)Nc4ccccc4F)ncnc32)cc1 | i | -1.2
O=S(=O)(NCCc1ccccc1)c1ccc(Br)s1 | i | -4.2*
COc1ccc(CN2CCOCCOCCOCC2)cc1 | i | -1.4
COc1ccc(-c2cc(=O)oc3cc(OC(=O)C4CCCCC4)ccc23)cc1 | i | 1.1
CN(C)S(=O)(=O)c1ccc(S(=O)(=O)N2CCN(CCC#N)CC2)cc1 | i | 0.76
COc1cc(CCC(=O)OCC(=O)Nc2ccc(C(N)=O)cc2)cc(OC)c1OC | i | -1.5
c1ccc(-c2cc(-c3nc(-c4ccccn4)no3)c3ccccc3n2)cc1 | i | -2.2
CC(C)C(NC(=O)OC(C)(C)C)C(=O)N1CCCC1C(=O)NC(Cc1ccccc1)C(N)=O (stereo not given) | i | 0.05
COc1ccc(OC)c(/C=N/NC(=O)c2cc3c(OC)cc(OC)cc3[nH]2)c1 | i | 0.02
COc1ccccc1-n1cccc1C=O | i | -0.48
O=C(Cc1ccc(-n2cccc2)cc1)NC1CCCCC1 | i | -1
CN(C)CCNC(=O)c1ccccc1 | i | 0.13
CCc1cccc(CC)c1NC(=S)NCc1nc2ccccc2[nH]1 | i | 0.09
CCCN(C(=O)CCOc1ccc(C(C)(C)C)cc1)c1c(N)n(Cc2ccccc2)c(=O)[nH]c1=O | i | -2

Screening results deposited in PubChem by Johns Hopkins Ion Channel Center.
